# From PubChem BioAssay
# EP2 mod: EP2 receptor modulators, cAMP readout, primary screen, cell-based, HTRF cAMP, PGE2 stimulation | induction, % at 25 µM | 260,000 tested, 0.83% active | EP2-expressing cells, cAMP HTRF FRET, PGE2 co-stimulation;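 active = compounds whose cAMP rise, as percent of the full-agonist control response, exceeds 60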;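 note: rat C6 glioma line stably carrying human EP2 under a CMV promoter; the protocol text gives 20 µM as final concentration; 100% = response of wells given 1 µM PGE2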
# Target sequence (P43116 whole entry, looked up): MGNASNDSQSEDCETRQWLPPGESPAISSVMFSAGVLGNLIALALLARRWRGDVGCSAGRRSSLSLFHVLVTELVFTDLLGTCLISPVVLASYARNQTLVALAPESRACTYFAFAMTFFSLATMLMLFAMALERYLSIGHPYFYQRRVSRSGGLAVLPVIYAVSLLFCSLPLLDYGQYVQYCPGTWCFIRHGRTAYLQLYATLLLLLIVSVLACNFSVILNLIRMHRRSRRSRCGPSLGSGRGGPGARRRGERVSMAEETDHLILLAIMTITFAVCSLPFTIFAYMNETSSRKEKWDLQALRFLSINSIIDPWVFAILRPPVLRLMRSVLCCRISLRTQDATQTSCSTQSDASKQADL
# zfTRPN1 agonist: zebrafish TRPN1 channel agonists, primary screen, cell-based, HEK293, calcium fluorescence; HEK293 zebrafish TRPN1-YFP, Fluo-8 calcium fluorescence; 100% = response to 87 µM carbachol; activation, % at 3 µM; AID 1424, 2008; 220,000 tested, 0.18% active;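 active = activation above its plate's cutoff, the mean activation of test wells on that plate plus 3 SD, cut at about 19% in these data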;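 note: 0% = DMSO alone and 100% = 87 µM carbachol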
#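 Assay system: Zebrafish TRPN1-YFP in HEK293 cells | Incubation: Dye loading 1 h at 37 °C, then 30 min room temperature | Measured by: Kinetic Fluo-8 fluorescence, ex 470-495, em 515-575 nm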
# NPY Y1 blocker: NPY-Y1 receptor antagonists, primary screen, cell-based; AID 1040, 2008; inhibition, % at 3.6 µM; 200,000 tested, 1% active; HEK293-CNG Y1 cells, membrane potential fluorescence; NPY at EC95, then isoproterenol;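 active = inhibition above the campaign mean inhibition of all tested compounds plus 3 SD, cut at about 20% in these data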;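 note: 0% = DMSO wells given NPY plus isoproterenol and 100% = isoproterenol alone without NPY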
# Target sequence (P25929 whole entry, looked up): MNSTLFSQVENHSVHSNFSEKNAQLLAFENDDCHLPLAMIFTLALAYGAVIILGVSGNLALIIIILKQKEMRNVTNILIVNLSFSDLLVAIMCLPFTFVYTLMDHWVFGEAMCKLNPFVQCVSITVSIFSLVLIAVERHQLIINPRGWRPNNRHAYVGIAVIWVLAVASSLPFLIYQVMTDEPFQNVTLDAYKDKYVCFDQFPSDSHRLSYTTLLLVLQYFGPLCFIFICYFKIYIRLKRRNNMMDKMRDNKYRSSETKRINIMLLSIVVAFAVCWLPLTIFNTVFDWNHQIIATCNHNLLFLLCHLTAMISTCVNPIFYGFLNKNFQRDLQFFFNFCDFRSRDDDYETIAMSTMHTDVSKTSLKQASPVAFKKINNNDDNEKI
#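 Test system: HEK293 cells co-expressing NPY Y1 receptor and cyclic-nucleotide gated channel; Also added: NPY (25 nM), isoproterenol (1 µM), Ro 20-1724 (25 µM); Compound dosing: one concentration, 3.6 µM, in 0.4% DMSO; Timing: dye 3 h, compound 60 min room temperature, stimulation 45 min; Technique: Membrane-potential fluorescent dye readout.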
# TRPML3 ag: human TRPML3 channel agonists, primary screen, cell-based, HEK293 TRPML3-YFP, Fluo-8 calcium fluorescence, 3 µM; activation, % at 3 µM; 100% = the carbachol control signal; 220,000 tested, 0.29% active; AID 1448, 2008; Mucolipin-3 (Homo sapiens), Q8TDD5;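 active = activation above its plate's cutoff, the mean activation of the plate's test wells plus 3 SD, cut at about 12% in these data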;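 note: 0% = DMSO only wells and 100% = carbachol wells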
#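 Material: TRPML3-YFP stable HEK293 cells | Dosing: One concentration, 3 µM nominal, 0.3% DMSO | Timing: 125 s total fluorescence read per well | Technique: Fluo-8 calcium dye fluorescence, ex 470-495, em 515-575 nm | Measure: Percent activation from peak-to-basal fluorescence ratio, scaled between DMSO and carbachol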
# 14-3-3 Bad inh: inhibitors of 14-3-3 zeta/Bad binding, primary screen, biochemical, TR-FRET, bovine 14-3-3 zeta; 14-3-3 protein zeta/delta (Bos taurus), P63103; TR-FRET 14-3-3zeta/Dy647-pBad peptide displacement, 1 h; inhibition, % at 21.7 µM; 220,000 tested, 0.71% active; AID 781, 2007;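 active = inhibition above about 70%, limit read from the data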;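 note: 0% = full 14-3-3 plus peptide FRET controls and 100% = background without 14-3-3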
# Target sequence (P63103 whole entry, looked up): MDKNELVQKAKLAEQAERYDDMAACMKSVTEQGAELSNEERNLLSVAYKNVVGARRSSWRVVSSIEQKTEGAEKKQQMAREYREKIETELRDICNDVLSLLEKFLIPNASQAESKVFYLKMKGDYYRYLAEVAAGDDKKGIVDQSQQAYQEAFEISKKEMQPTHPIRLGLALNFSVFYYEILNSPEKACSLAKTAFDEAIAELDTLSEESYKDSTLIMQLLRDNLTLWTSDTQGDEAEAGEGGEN
# EP2 antag: human EP2 receptor antagonists, primary screen, TR-FRET cAMP, C6 glioma cells. Prostaglandin E2 receptor EP2 subtype (Homo sapiens), P43116. C6 glioma cells expressing human EP2; cells stimulated with saturating PGE2. inhibition, % at 25 µM. 260,000 tested, 0.52% active. AID 1422, 2008;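 active = percent inhibition above 40 after rounding to a whole number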;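 note: rat C6 glioma host cells with rolipram phosphodiesterase inhibitor present; the protocol text gives 20 µM as final concentration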
# PPC-1+TRAIL kill: compounds killing PPC-1 cancer cells with TRAIL present, primary screen, TRAIL potentiator project, ATPLite luminescence, uHTS; AID 1443, 2008; cell killing (% activity), % at 4 µM; PPC-1 cells + TRAIL, ATPLite viability luminescence; 220,000 tested, 0.41% active;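 active = cell killing above 50% in the first pass at 4 µM, then a duplicate retest at 5 µM averaging 50% or more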;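 note: plate controls were cells with TRAIL plus DMSO for no effect and medium-only wells lacking cells for full effect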
# NPY1 pot ag: NPY-Y1 receptor potentiators or agonists, primary screen, cell-based. Neuropeptide Y receptor type 1 (Homo sapiens), P25929. NPY-Y1 expressing cells, potentiator/agonist activation. activation, % at 3.6 µM. 220,000 tested, 0.37% active. AID 1304, 2008; in the data active = activation above about 33%, passing the limit was not always enough;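 note: cells stimulated with NPY at EC10 then isoproterenol at EC100; 0% = low agonist plus stimulus and 100% = saturating agonist plus stimulus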
# CHOP inh: inhibitors of CHOP promoter induction, primary screen, cell-based, unfolded protein response, luciferase reporter | CHO-K1 CHOP-promoter luciferase, tunicamycin-induced, 15-18 h | inhibition, % at 10 µM | 220,000 tested, 3.8% active | AID 2732, 2010;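 active = compounds that reduced the stress-induced luciferase reporter signal by more than about 70% of percent inhibition, limit read from the data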;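 note: 0% = tunicamycin plus vehicle and 100% = wells without tunicamycin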
# * = called active by the depositor; · = not tested or not shown; & = joins results of further samples; [ ] = remark or other dose. An excerpt; the hit share may differ from the screen's.
# Every second line gives: EP2 mod	zfTRPN1 agonist	NPY Y1 blocker	TRPML3 ag	14-3-3 Bad inh	EP2 antag	PPC-1+TRAIL kill	NPY1 pot ag	CHOP inh
> Cc1nn(CC(=O)O)c(C)c1[N+](=O)[O-]
 : 26	-0.2	5	0.7	2	3	12	0	-4
> C=CCSc1nnc2c(n1)OC=Nc1ccc(Br)cc1-2
 : 7	0.3	5	0.4	-2[fluorescence artefact?]	13	-8	-11	-41
> CC(C)(C)n1nnnc1CN1CCSCC1
 : -10	-0.8	1	0.9	23	5	20	17	3
> CCSc1nnc(NC(=O)CSc2nnc(CNC(=O)c3ccc(OC)cc3)o2)s1
 : 30	0.3	1	1.1	2[fluorescence artefact?]	4	20	-15	12
> COc1ccc(C2C(C(=O)N3CCCCC3)CC(=O)N2c2ccc(OC)cc2)cc1 (configuration not stated)
 : 8	-1.2	3	-0.1	2	9	0	5	-29
> Cc1ccc(OCc2ccc(C(=O)Nc3nc4ccccc4n3Cc3ccccc3)o2)c([N+](=O)[O-])c1
 : 2	-0.4	4	1.1	16	21	6	-10	88*
> O=C(CC(c1ccc(F)cc1)c1ccco1)N1CCOCC1 (configuration not stated)
 : 9	0.4	-2	0.3	-7	·	5	20	-5
> CCCCC(C(=O)NC(=O)NCc1ccccc1)N1C(=O)c2ccccc2C1=O (configuration not stated)
 : 14	0.0	4	0.0	-8	17	-8	-13	37
> Cc1ccc(C(OC(=O)c2ccco2)C(=O)NCc2cccs2)cc1 (configuration not stated)
 : 25	-3.3	-2	-1.1	-10	6	-2	2	-34
> Cc1ccc(S(=O)(=O)N2CCCC(NC(=O)N3CCN(c4ccccc4)CC3)C2)cc1 (configuration not stated)
 : -14	-0.1	-2	0.6	-2	6	-1	8	11
> COc1ccc(-n2cnnc2SCC(=O)NCc2cccs2)cc1
 : -2	-0.8	11	-0.5	-9	19	4	3	13
> Cc1oc(-c2ccccc2F)nc1CN1CCC(C(=O)NC2CCCCCCC2)CC1
 : 14	-0.8	2	0.0	1	·	20	-19	1
> O=C(COC(=O)c1cccnc1Cl)c1ccc(Cl)cc1Cl
 : -16	-0.5	1	0.7	1[fluorescence artefact?]	3	14	25	18
> CCOc1ccc(C2C=C(c3ccc(F)cc3)Nc3ncnn32)cc1 (configuration not stated)
 : -51	1.8	5	0.0	4	19	9	-27	25
> CS(=O)(=O)N(CC(=O)NCC1CCCO1)c1cc(Cl)ccc1Cl (configuration not stated)
 : -22	0.1	-3	0.1	8	9	-6	3	-6
> CN(C(=O)CSc1nnc(Cc2ccccc2F)n1N)C1CCS(=O)(=O)C1 (configuration not stated)
 : 11	-0.3	5	0.8	2	12	20	-18	52
> S=c1nc[nH]c2c1cnn2-c1ccccc1
 : 71*	-0.8	·	0.1	0	9	-6	-14	-3
> CCOC(=O)c1c(-c2ccc(OC)cc2)csc1NC(=O)CCN1CCOCC1
 : 56	-1.8	4	0.2	19	7	-1	-22	-5
> Cc1ccc(N=C2NC(=O)/C(=C/c3cccs3)S2)cc1C
 : -5	2.1	6	2.3	-6	7	9	8	63
> CCOc1ccc(S(=O)(=O)N2CCN(c3ccccc3OC)CC2)c2cccnc12
 : -9	0.0	-5	-1.3	-7	11	-24	-36	33

# Every second line gives: EP2 mod	zfTRPN1 agonist	NPY Y1 blocker	TRPML3 ag	14-3-3 Bad inh	EP2 antag	PPC-1+TRAIL kill	NPY1 pot ag	CHOP inh
> CC(C)c1ccc(NC(=O)C2CC(=O)N=C(N)S2)cc1 (configuration not stated)
 : -8	0.6	-7	1.0	11	10	13	14	18
> CC1(C)CC(=O)C2=C(C1)Nc1cc(C(=O)c3ccccc3)ccc1NC2c1ccccn1 (configuration not stated)
 : -29	-2.2	-4	-0.4	0	7	23	-7	14
> Cc1nn(C)c(C(=O)Nc2ccc(Cl)c([N+](=O)[O-])c2)c1Cl
 : -15	1.1	-2	0.4	-5[fluorescence artefact?]	5	8	-14	1
> Cc1ccc(-c2csc3nc(CSc4nnc(-c5ccc(Cl)cc5)n4C)[nH]c(=O)c23)cc1
 : 19	-1.1	-6	-0.8	3[fluorescence artefact?]	14	-4	4	52
> N#Cc1nc(COc2cccc(Cl)c2)oc1NCc1ccco1
 : -9	-2.2	0	-1.2	1	5	6	-8	33
> CCN1CCN(S(=O)(=O)c2ccc3[nH]c(=O)oc3c2)CC1
 : 13	1.4	4	1.3	-11	11	-1	1	14
> CCO/C=C/C(=O)N(C)CCC#N
 : 12	0.6	2	-0.4	-1	12	-10	1	-5
> CCN(CC)c1ccc(CNc2nc3ccccc3n2CCN2CCCCC2)cc1
 : -7	4.5	14	2.6	-5	7	16	45*	-1
> O=C(O)/C=C/c1cn(-c2ccccc2)nc1-c1ccc(-c2ccc([N+](=O)[O-])cc2)o1
 : -50	1.4	·	1.0	39	26	-1	-16	-1
> CCOc1ccccc1NC(=O)NC1(C(=O)N2CCN3CCCC3C2)CCCCC1 (configuration not stated)
 : 11	-0.6	0	-0.1	8	20	-6	4	21
> CCC(c1nnnn1C1CCCC1)N1CCN(Cc2ccccc2)CC1 (configuration not stated)
 : 8	0.7	9	0.6	48	10	19	-37	46
> CN(CC(=O)OCC(=O)c1c(N)n(C)c(=O)n(C)c1=O)S(=O)(=O)c1ccc(Cl)cc1
 : -10	4.0	-4	1.2	6	4	-1	12	6
> CN(c1ccccc1C(=O)Nc1cccc(C(F)(F)F)c1)S(C)(=O)=O
 : 6	-1.6	3	-0.1	-4	20	3	-4	2
> COc1ccc2c(C)nc(Nc3nc(C)c(C)c(=O)[nH]3)nc2c1
 : 7	1.3	-1	0.9	5	5	-10[5 µM]	15	99*
> CC(=O)c1ccc(NS(=O)(=O)c2cccc(C)c2)cc1
 : 2	1.2	-2	0.2	2	10	3	-9	-17
> [O-]/[N+](=C\C=C\c1ccccc1)c1ccccc1
 : -26	-1.3	·	-0.5	0	9	8	5	-32
> COc1ccccc1N1CCN(C(=O)C2C3C=CC4(CN(Cc5ccccc5Cl)C(=O)C24)O3)CC1 (configuration not stated)
 : -3	0.8	4	-0.3	10	12	18	-4	13
> Cc1ccc(C)c(C(=O)COc2ncnc3ccccc23)c1
 : -33	-0.3	5	-0.1	2	3	24	-7	15
> Cc1csc(/C(=N\O)c2csc(C)n2)n1
 : 15	-0.9	-1	0.1	3	10	14	-3	-6
> CCc1ccc(N(C(=O)c2csnn2)C(C(=O)NC(C)(C)C)c2ccncc2)cc1 (configuration not stated)
 : -10&9	0.9	2	0.6	-6	5&12	17	4	-15

# Every second line gives: EP2 mod	zfTRPN1 agonist	NPY Y1 blocker	TRPML3 ag	14-3-3 Bad inh	EP2 antag	PPC-1+TRAIL kill	NPY1 pot ag	CHOP inh
> COCc1nnc(NC(=O)c2sc3ccccc3c2Cl)s1
 : 41	0.6	-4	-0.2	7	7	24[5 µM]	0	-11
> NC(=O)C1CCN(C2OC(=O)c3ccccc32)CC1 (configuration not stated)
 : -5	0.3	-3	0.3	11	8	15	-2	2
> CN(C(=O)Cn1cccc1C1=NC(c2ccccc2)CO1)c1ccccc1 (configuration not stated)
 : 44	2.0	0	2.4	-7	7	-12	1	26
> Cn1c(N)c(C(=O)COC(=O)CCOc2ccc(C(C)(C)C)cc2)c(=O)n(C)c1=O
 : -34	3.6	7	1.6	3	6	18	-5	71*
> O=C(/C=C/c1ccccc1)Nc1ccc2c(c1)OCCO2
 : -5	3.4	12	0.7	-7	8	·	-2	30
> Cc1ccc(S(=O)(=O)NNC(=O)CCC(=O)Nc2ccccc2)cc1
 : 0	0.2	1	0.0	3	11	14	-10	3
> COc1ccc(CC(=O)NNc2ncnc3c2cnn3-c2ccc(C)cc2)cc1OC
 : -15	-0.5	7	0.5	6	6	-29	18	-6
> CC(C)(C)Sc1ccc([N+](=O)[O-])cc1C(=O)Nc1ccncc1
 : -12	-1.3	·	-0.2	3	2	7	-1	-6
> Cc1ccc(C=NCc2ccncc2)c(O)c1
 : 26	1.2	6	0.9	1[fluorescence artefact?]	6	13	6	28
> O=C(c1ccccc1F)N1CCCC(C(=O)N2CCc3ccccc3C2)C1 (configuration not stated)
 : -79	1.2	·	0.5	-2	12	0	-12	8
> O=C(Cn1nnc(-c2ccc(OCc3ccccc3F)cc2)n1)N1CCOCC1
 : 1	1.6	3	0.2	-8	3	-17	-22	1
> O=C(/C=C/c1ccccc1)NCCSCc1ccccc1Cl
 : -53	-1.5	8	-0.6	-11	14	3	1	25
> Cc1onc(-c2ccc(Cl)cc2)c1-c1ccnn1S(=O)(=O)c1cccc(C(F)(F)F)c1
 : 26	1.5	·	33*	-6	10	6	-3	38
> CC1=Nc2cc(C(=O)NCCCOC(C)C)ccc2Sc2ccc(C)cc21
 : -9	-0.7	3	0.2	-1	7	4	-5	-10
> Cc1cccc(NC(=O)CC2C(=O)NCCN2C(=S)Nc2ccccc2)c1 (configuration not stated)
 : -48	-2.3	-3	0.3	2	3	18	-1	17
> O=C(CCCCCN1C(=O)c2ccccc2C1=O)NCc1ccccn1
 : -19	-0.4	-3	-0.2	77*	9	0	6	10
> Cc1ccc(S(=O)(=O)NC(C)C(c2cccs2)N2CCN(c3ccccc3)CC2)cc1 (configuration not stated)
 : 33	0.4	6	9.9	-2	7	16	-7	78*
> O=C(NC1CC1)C1CC(=O)N(C2CCCCC2)C1 (configuration not stated)
 : 2	1.8	1	0.2	-7	8	12	-1	-1
> Cc1nnsc1NC(=O)OCc1ccc(C(F)(F)F)cc1
 : -5	0.6	1	0.6	8	9	-6	-10	-2
> CC1(OC(=O)C2CCCC2)C(=O)C=C2C=C(c3ccsc3)N(CCc3ccccn3)C=C2C1=O (configuration not stated)
 : 9	·	·	·	-5	8	17	·	1
> CC(=O)N1CCN(c2ccc(NC(=O)c3ccc(C(C)(C)C)cc3)cc2)CC1
 : -27&13	5.9	1	2.1	-3	5&8	-3	-10	-1
> Cc1c(NC(=O)c2cnn3c2NC(c2ccccc2)CC3C(F)(F)F)c(=O)n(-c2ccccc2)n1C (configuration not stated)
 : 0	-1.1	-5	1.0	-8[fluorescence artefact?]	3	-10	-18	33

# Part of the list above, showing only EP2 mod:
compound,EP2 mod
O=C(NC1CC1)C1CC(=O)N(C2CCCCC2)C1 (configuration not stated),2
Cc1nnsc1NC(=O)OCc1ccc(C(F)(F)F)cc1,-5
